# Screening data as filed in PubChem.
# GPR55 beta-arrestin: GPR55 agonists via beta-arrestin recruitment, primary screen, imaging, U2OS cells, beta-arrestin-GFP redistribution (AID 1961). U2OS GPR55 beta-arrestin-GFP redistribution imaging; higher % means a stronger effect. activation, % at 10 µM, or EC50 in µM where a hit was titrated. 290,000 compounds, 0.048% hits;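 active = activation above 40% with more than 50 cells counted in the well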;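 also: U2OS osteosarcoma cells stably expressing GPR55 and beta-arrestin-GFP; plate controls were DMSO negative control for no effect and LPI positive control for full effect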
# AID2073: disruptors of CaV2.2 binding to Mint1 – biochemical, HTRF (AID 2073); HTRF protein-protein interaction, Mint1-CaV2.2; higher % means a stronger effect; inhibition, % at 20 µM, or IC50 in µM where a hit was titrated; 290,000 compounds, 0.19% hits; in the data active = inhibition mostly above about 51%, no sharp cut-off; also: some results filed as inactive read as strong as hits
# KOR beta-arrestin-1: KOR antagonists, beta-arrestin recruitment, cell-based, luminescence, uHTS (AID 1778) | 290,000 compounds, 0.091% hits | KOR beta-arrestin recruitment, luminescence, antagonist mode; higher % means a stronger effect | inhibition, % at 10 µM, or IC50 in µM where a hit was titrated; in the data active = inhibition above about 50%; also: strong numbers were not always called active
# GPR55 LPI antagonism: inhibition of LPI-stimulated GPR55 beta-arrestin translocation – imaging, U2OS, beta-arrestin-GFP, LPI agonist, primary screen (AID 2013). U2OS GPR55 beta-arrestin-GFP translocation imaging, LPI antagonism; higher % means a stronger effect. inhibition, % at 10 µM; hits with a dose series show IC50 in µM. 290,000 compounds, 0.13% hits;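 active = spots per cell inhibited over 60%, with over 100 cells counted and total cytoplasm intensity under 500,000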;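 also: U2OS cells stably carrying GPR55 and arrestin-GFP stimulated by 5 µM LPI near EC80; imaged beta-arrestin-GFP aggregate spots per cell after agonist stimulation; plate controls were LPI-stimulated DMSO wells for no effect and DMSO wells without LPI for full effect; some results filed as inactive read as strong as hits; confirmed hits need IC50 under 10 µM and bright autofluorescent wells are also inconclusive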
# NOD1 inhibition: NOD1 signaling inhibitors, primary screen, cell-based, luminescence, uHTS (AID 1578). NOD1-driven NF-kB luciferase reporter cells, luminescence; higher % means a stronger effect. one-dose inhibition, % at 4 µM; EC50 in µM for titrated hits. 290,000 compounds, 1% hits; in the data active = inhibition mostly above about 36%, no sharp cut-off; inactive = mostly below about 34%;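 also: HEK-293T reporter cells stimulated with the NOD1 agonist gamma-tri-DAP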
# HIV peptide binding: inhibitors of HIV fusion peptide binding, primary screen, biochemical, uHTS, fluorescence dequenching (AID 1986); cell-free peptide binding, fluorescence dequenching, 30 min; higher % means a stronger effect; inhibition, % at 20 µM, or IC50 in µM where a hit was titrated; 290,000 compounds, 0.3% hits; in the data active = inhibition mostly above about 52%, no sharp cut-off; inactive = mostly below about 76%; also: some results filed as inactive read as strong as hits
# Siah-1 displacement: blockers of Siah-1 interaction with plectin peptide – biochemical, fluorescence polarization, rhodamine-plectin, uHTS, primary screen (AID 1817); Siah-1 / rhodamine-plectin peptide fluorescence polarization; higher % means a stronger effect; displacement, % at 20 µM, or IC50 in µM where a hit was titrated; 290,000 compounds, 0.02% hits;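 active = displacement of at least 50% at 20 µM, with a fluorescence ratio check between 0.3 and a set limit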;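 also: plate controls were Siah plus tracer with DMSO for no effect and tracer alone without Siah for full effect; strong numbers were not always called active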
# KOR beta-arrestin-2: kappa opioid receptor activators – cell-based, luminescence, uHTS, primary screen (AID 1777); KOR beta-arrestin recruitment, luminescence; higher % means a stronger effect; activation, % at 10 µM; hits with a dose series show EC50 in µM; 280,000 compounds, 0.02% hits; in the data active = activation above about 50%, passing the limit was not always enough; also: a part of the inactive calls stands beside numbers as strong as those of hits
# GPR35 arrestin U2OS: GPR35 antagonists blocking zaprinast-driven arrestin recruitment, primary screen, imaging, U2OS, beta-arrestin-GFP, zaprinast agonist (AID 2058) | inhibition, % at 10 µM; hits with a dose series show IC50 in µM | U2OS GPR35 beta-arrestin-GFP translocation imaging, zaprinast antagonism; higher % means a stronger effect | 290,000 compounds, 0.052% hits;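 active = inhibition of at least 50% with at least 30 cells and total cytoplasm GFP at most 10,000,000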
# Active calls of the source: *; & = joins results of further samples; [ ] = remark or other dose. This is a subset (hit frequency here may not be typical).
SMILES	GPR55 beta-arrestin	AID2073	KOR beta-arrestin-1	GPR55 LPI antagonism	NOD1 inhibition	HIV peptide binding	Siah-1 displacement	KOR beta-arrestin-2	GPR35 arrestin U2OS
CC(C)[C@H](NC(=O)C1CC(=O)N(c2ccc3c(c2)OCCO3)C1)C(=O)NC1CCCC1 (some centres not stated)	-0.1%	9%	-27%	5%	-25%	0.3%	2%	-6.0%	4%
Cc1ccc(CN2CCN(Cc3nc4ccccc4nc3C)CC2CCO)cc1 (configuration not stated)	0.0%	-14%	0%	7%	3%	-1.2%	15%	1.3%	-15%
Cc1nn(-c2ccc(C(=O)OC(C)C)cc2)c(C)c1[N+](=O)[O-]	0.3%	-14%	28%	5%	-40%	0.4%	-1%	-1.0%	-19%
CCOC(=O)c1c(N)sc(C(=O)N2CCOCC2)c1C	-0.5%	5%	-5%	3%	7%	1.3%	5%	-1.1%	-9%
CC(=O)Nc1ccc(SCC(=O)OCC(=O)NC(=O)NCc2ccco2)cc1	-0.2%	30%	20%	16%	-5%	0.8%	2%	-3.0%	1%
Cc1ccc(S(=O)(=O)Nc2c(C)n(C)n(-c3ccccc3)c2=O)cc1	0.0%&0.0%	2%&0%	30%&-20%	7%&1%	-39%&-1%	-1.0%&2.8%	3%&3%	-2.7%&0.5%	4%&-3%
O=C(CN1CCc2ccccc2C1)Nc1ccccc1C(F)(F)F	-0.1%	-4%	-17%[20 µM]	0%	-20%	4.4%	5%	-2.5%	-3%
CCOc1ccc(N(CC(=O)NCc2cccnc2)S(=O)(=O)c2ccc(F)cc2)cc1	-0.1%	-4%	6%	8%	-21%	-0.3%	10%	-0.3%	-12%
COc1ccc(S(=O)(=O)NC2CCCCC2)cc1F	-0.1%	14%	-11%	0%	4%	-0.6%	-1%	2.5%	2%
CCOC(=O)/C=c1\s/c(=C(\C#N)C(N)=O)n(-c2ccccc2)c1=O	-0.1%	-8%	16%	-9%	3%	-0.3%	-2%	3.6%	6%
COc1cc(CNCCc2ccccc2)ccc1OCC(N)=O	-0.3%	-3%	32%	8%	-10%	0.4%	1%	-1.2%	-11%
Cc1nc2ccccn2c1C(=O)NNS(=O)(=O)c1ccc(Cl)cc1	-0.2%	2%	-5%	2%	0%	-2.9%	0%	0.3%	4%
Cc1c(S(=O)(=O)Nc2cc(Cl)ccc2Cl)c(=O)n(C)c(=O)n1C	-0.5%	-3%	18%	-5%	-23%	-2.3%	3%	0.8%	12%
O=C(Cc1c(F)cccc1Cl)N/N=C/c1cccnc1	-0.1%	42%	9%	0%	-21%	-0.6%	4%	-6.2%	-5%
COC(=O)Nc1ccc(S(=O)(=O)N2CCCC(C(=O)N3CCCCCC3)C2)cc1 (configuration not stated)	0.0%	12%	-13%	-7%	-21%	1.4%	6%	0.6%	7%
CCN(CC)c1ccc(/C=N/NC(=O)CNC(=O)c2cccs2)cc1	-0.2%	-18%	-13%	-9%	-20%	0.0%	2%	-0.7%	-3%
CCOC(=O)N1CCC2(CC1)C(C#N)=C(N)OC1=C2C(=O)CC(C)C1 (configuration not stated)	-0.1%	52%	26%	27%	-22%	16%	1%	1.0%	20%
COC(=O)C(C(=O)Nc1ccccc1C)C1CCCCCC1 (configuration not stated)	0.6%	1%	15%	3%	-23%	0.0%	7%	-4.9%	0%
CN1CCCC(OC(=O)/C(C#N)=C/c2ccccc2)C1 (configuration not stated)	0.1%	-11%	-12%	0%	-25%	-1.0%	6%	1.1%	-2%
O=C(CCN1C(=O)C2CC=CCC2C1=O)Nc1nccs1 (configuration not stated)	-0.2%	1%	-8%	8%	-40%	0.0%	1%	1.8%	-11%
O=C(NNC(=S)NC(=O)C12CC3CC(CC(C3)C1)C2)c1ccncc1	1.4%	-24%	-30%	7%	-20%	3.3%	-7%	2.4%	1%
CCOC(=O)C1C(c2ccc(O)c(OC)c2)NC(=S)NC1(O)C(F)(F)F (configuration not stated)	-0.3%	-34%	-16%	4%	-10%	1.4%	5%	4.5%	-6%
Cc1cc(C)c(C)c(S(=O)(=O)N[C@@H](C)C(=O)OC(C)C(=O)NC(N)=O)c1C (some centres not stated)	0.8%	-15%	27%	2%	-2%	-0.8%	8%	-1.2%	6%
CNC(=O)c1c[nH]c2ccc(S(=O)(=O)Nc3cccc(SC)c3)cc2c1=O	-0.2%	14%	-22%	10%	-3%	-0.4%	6%	1.4%	-4%
COc1ccccc1N(CC(O)Cn1nc(C)cc1C)S(=O)(=O)c1ccccc1 (configuration not stated)	-0.4%	-5%	9%	8%	-16%	0.8%	-3%	-5.6%	6%
COc1ccc(C(=O)NN=C2CCCC2)cc1	1.1%	2%	-61%[20 µM]	-4%	-8%	2.8%	1%	9.4%	6%
Cc1noc(C)c1S(=O)(=O)N(CC(=O)NCc1ccc(Cl)cc1)c1ccc2c(c1)OCO2	-0.1%	-4%	9%	-7%	1%	1.8%	1%	2.3%	-3%
CN1C(=O)CC(c2cn(Cc3ccccc3)c3ccccc23)C1=O (configuration not stated)	-0.1%	20%	-21%	-1%	-9%	4.7%	-7%	2.3%	8%
Cc1c(Cl)cccc1-n1c(SCC(=O)N2CCC(C(=O)O)CC2)nc2ccccc2c1=O	-0.1%	6%	42%	12%	47%	2.9%	0%	4.8%	16%
CN(N=Nc1cccc([N+](=O)[O-])c1)c1ccccc1	-0.1%	10%	-25%	0%	-2%	-1.5%	1%	3.5%	1%
CCOc1cc(C(=S)N2CCCCC2)ccc1OCC(=O)NCc1ccccc1	-0.2%	-36%	-1%	6%	-5%	-1.1%	-3%	0.5%	-21%
COc1ccc(OC)c(NC(=O)CC(NCCC2=CCCCC2)C(=O)O)c1 (configuration not stated)	-0.1%	1%	-30%	-4%	-17%	-1.4%	-3%	1.6%	16%

# Brought forward from above: 2 compounds, followed by the next part.
SMILES	GPR55 beta-arrestin	AID2073	KOR beta-arrestin-1	GPR55 LPI antagonism	NOD1 inhibition	HIV peptide binding	Siah-1 displacement	KOR beta-arrestin-2	GPR35 arrestin U2OS
CCOc1cc(C(=S)N2CCCCC2)ccc1OCC(=O)NCc1ccccc1	-0.2%	-36%	-1%	6%	-5%	-1.1%	-3%	0.5%	-21%
COc1ccc(OC)c(NC(=O)CC(NCCC2=CCCCC2)C(=O)O)c1 (configuration not stated)	-0.1%	1%	-30%	-4%	-17%	-1.4%	-3%	1.6%	16%
COc1ccc(CCNC(=O)C2CCCN(c3nc4ccccc4s3)C2)cc1OC (configuration not stated)	-0.1%	2%	-34%	8%	32%	-0.7%	-5%	6.3%	16%
CCOC(=O)c1cc(C#N)c(SC)nc1C	0.5%	-5%	-52%	3%	7%	-0.6%	-1%	-0.6%	2%
O=C(NCCCn1ccnc1)c1ccco1	0.2%	-9%	20%	-3%	-18%	1.8%	-1%	-2.7%	-5%
O=C1c2ccccc2C(=O)N1c1ccc(S(=O)(=O)N2CCN(c3ccccc3)CC2)cc1	0.7%	13%	25%	-2%	-6%	-0.4%	25%	7.3%	-7%
Cc1ccc(CN(C(=O)c2csnn2)C(C(=O)NC2CCCC2)c2ccco2)cc1 (configuration not stated)	0.2%	-15%	-2%	0%	0%	-2.1%	-3%	-8.1%	-11%
CCCC(=O)NC(c1ccco1)c1cc([N+](=O)[O-])c2cccnc2c1O (configuration not stated)	-0.4%	27%	31%	-6%	28%	35%	14%	1.3%	-4%
Cc1ccccc1OCC(=O)Nc1ccccc1-c1ccccc1NC(=O)COc1ccccc1C	0.4%	-1%	19%	11%	-10%	-0.5%	7%	-0.5%	7%
Cc1ccc(C)c2[nH]c(=O)c(CN(Cc3ccco3)S(=O)(=O)c3ccc4c(c3)OCCO4)cc12	-0.1%	13%	18%	6%	26%	-2.7%	0%	-4.8%	-9%
c1ccc(CN2CCN(c3nc(-c4ccccn4)nc4ccccc34)CC2)cc1	-0.2%	10%	-41%	7%	-1%	1.7%	-3%	1.1%	-4%
CCN(CC)C(=S)SSC(=S)N(CC)CC	0.2%	39%	50%	22%	91%*	-0.3%	-6%	-5.3%	3%
COc1cc(Cl)c(C)cc1NC(=O)[C@@H]1CCCN1C(=O)c1cccs1	-0.1%	3%	-7%	4%	-4%	1.6%	3%	-2.2%	3%
O=C(Nc1ccc2c(c1)OCO2)N1CCN(Cc2ccco2)CC1	-0.2%	-42%	1%	15%	-14%	-1.9%	-2%	-0.7%	11%
Cn1nnnc1SCCNCc1ccncc1	0.0%	6%	7%	23%	-4%	1.0%	6%	3.2%	-8%
CCOC(=O)c1sc(N/N=C/c2ccc(N(C)C)cc2)nc1C	-0.4%	0%	-23%[20 µM]	-7%	-10%	-3.5%	-2%	-5.5%	-12%
CCCCc1nn2c(N)c(/C=C3\C=Nc4ccccc43)c(=O)nc2s1	-0.5%	16%	-16%	5%	79%*	2.2%	-8%	5.9%	5%
COc1ccc(CNC(=O)CSc2nnc3c(n2)[nH]c2ccc(F)cc23)cc1	-0.3%	23%	-1%	9%	31%	11%	30%	-0.8%	19%
CCS(=O)(=O)N1CCC(C(=O)NCc2cccnc2)CC1	-0.1%	13%	28%	11%	6%	0.5%	7%	-2.2%	-8%
CCOc1ccccc1NC(=S)N1CCC(c2nc3ccccc3o2)CC1	-0.4%	-15%	-4%	18%	-32%	1.0%	-2%	1.3%	3%
COc1cccc(C(=O)N2CCC(CCC(=O)Nc3cccc(C)c3)CC2)c1	-0.1%	8%	19%	1%	22%	-1.2%	-7%	-5.4%	14%
COc1cccc(CNC(=O)c2nnn(CC(=O)Nc3cc(C)ccc3C)c2N)c1	-0.2%	6%	-13%	13%	-26%	1.9%	13%	-2.4%	1%
CCOC(=O)CSc1nnc(-c2ccc(OC)cc2OC)o1	-0.1%	4%	-64%	9%	-1%	-0.3%	-1%	-0.1%	23%
CC(C)(C)C(=O)Nc1ccccc1C(=O)Nc1ccccn1	0.5%	10%	10%	10%	-48%	3.4%	5%	2.8%	-9%
Cc1csc(CNC(=O)c2cc(COc3c(C)cccc3C)on2)n1	-0.1%	12%	-19%	8%	-15%	0.0%	-5%	0.6%	14%
COc1ccc2c(CC(=O)Nc3ccc(N4CCOCC4)cc3)coc2c1	-0.3%	15%	-6%	2%	27%	-1.8%	-14%	3.5%	0%
Nc1ccccc1NC(=O)c1ccccc1	0.2%	1%	-20%	21%	-46%	-0.3%	1%	6.1%	14%
COc1cc(OC)cc(C(=O)N/N=C(\C)CC(=O)Nc2ccccn2)c1	0.3%	10%	-11%	7%	-18%	-3.2%	-7%	-0.4%	13%
